TAG inh: inhibitors of triacylglycerol accumulation, primary screen, cell-based, uHTS, fluorescence, H9c2. H9c2 cells, Nile Red lipid (TAG) fluorescence; cells loaded with 200 µM oleic acid. inhibition, % at 12.5 µM. actives 0.66% (n = 230,000);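 active = pattern-corrected inhibition of lipid staining of at least 50% with the nuclear-stain viability signal not falling by more than 50%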;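 also: 0% = DMSO wells and 100% = triacsin C control wells; some results filed as inactive read as strong as hits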
TAG inh DAPI viability: also measured in TAG inh; calls as there; DAPI nuclei signal change (viability), lower = more cytotoxic, %;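 whole-well DAPI fluorescence read on a plate reader as a viability signal; minus 50 percent equals half of cells still viable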
* = called active by the depositor; ! = a repeat was not active. Some of the compounds tested; rates above refer to the full screens.

SMILES	TAG inh	TAG inh DAPI viability
COC(=O)Cc1[nH]c(=S)[nH]c1C(=O)OC	0	6
CN(C(=O)c1cccc(NC(=O)Cc2cccc([N+](=O)[O-])c2)c1)C1CCC1	-15	-3
CCNC(=O)N(CC)C[C@H]1N[C@@](C)(C(=O)OC)[C@H]2C(=O)N(C)C(=O)[C@@H]12	-2	2
O=C(COC(=O)CCC1CCCC1)Nc1ccccc1OC(F)F	1	-4
CN(C)S(=O)(=O)c1ccc2c(c1)C(CC(=O)O)NC2=O (stereo unspecified)	-1	12
Cc1cc(C)cc(-n2c(SCC(=O)NCc3ccco3)nc3ccccc3c2=O)c1	-54	0
NC(=O)c1ccc2c(=O)c(O)c(-c3cc(Cl)c(N)c(Cl)c3)[nH]c2c1	-2	11
CCn1c(SCC(=O)Nc2cc(F)ccc2C)nnc1-c1ccccc1O	17	2
CCn1c(-c2ccncc2)n[nH]c1=S	5	-18
CCC(=O)N1CCc2cc(Br)c(S(=O)(=O)NCCN3CCCCC3CC)cc21 (stereo unspecified)	1	10
O=C(COC(=O)COc1ccc(Cl)cc1)NCCNC(=O)COC(=O)COc1ccc(Cl)cc1	-6	7
CC(=O)/C=C/c1ccccc1O	1	-5
COc1ccc(N2CCN(C(=S)NC(C)c3ccccc3)CC2)cc1 (stereo unspecified)	1	4
CCC(C)(NC(=O)c1cccc(N2C(=O)CSC2c2ccccc2)c1)C(=O)Nc1ccccc1C (stereo unspecified)	3	6
CC(Oc1ccc(Br)cc1)C(=O)O/N=C(\N)c1ccncc1 (stereo unspecified)	-5	0
CC(=O)c1cccc(OCC(=O)N(Cc2ccco2)c2c(N)n(Cc3ccccc3)c(=O)[nH]c2=O)c1	-4	-3
CCOc1cc(/C=N/NC(=O)Cn2nc([N+](=O)[O-])cc2C)ccc1OCc1ccc(F)cc1	-7	4
COc1ccc(N2CSC3=C(C#N)C(c4ccc(OC)c(OC)c4)CC(=O)N3C2)c(OC)c1 (stereo unspecified)	1	3
CCCCOc1ccc(-c2c(C#N)c(N)[nH]c(=S)c2C#N)cc1	30	-2
CC(C)(C)OC(=O)N/N=C\c1ccc[nH]1	-4	0
CN(C)S(=O)(=O)Oc1cccc(C(=O)Nc2ccc(Cl)c(Cl)c2)c1	-5	10
Cc1nn(-c2ccccc2)c(N)c1N=O	1	3
COc1ccc(CCCNC(=O)C2CCC(=O)N(Cc3ccc(Cl)cc3)C2)cc1 (stereo unspecified)	8	3
COc1cc(CN2CCN(CCc3ccccc3)C(CCO)C2)cc(OC)c1 (stereo unspecified)	-6	11
COc1cccc(CNC(=O)CCNS(=O)(=O)c2cccs2)c1	11	-5
The listing continues.
SMILES	TAG inh	TAG inh DAPI viability
CCCN1CCC(=O)N(CCSc2ccc(C)cc2)CC1	4	0
O=c1cc(CCl)[nH]c2nc3ccccc3n12	1	0
CCN1C(=O)/C(=C/c2nc3ccccc3c(=O)n2-c2ccccc2)c2ccccc21	18	-15
Cc1ccc(C)c(Oc2ncnc(N)c2[N+](=O)[O-])c1	-2	-3
CC(C)COC(=O)n1c(=O)oc2ccc(S(=O)(=O)N3CCCCC3)cc21	-11	12
O=C(c1cccs1)N(Cc1nc2sc3c(c2c(=O)[nH]1)CCCC3)C1CCCC1	-5	-4
CN(C)/C=C(\C(=O)c1ccccc1)c1nnnn1-c1ccccc1	4	0
O=C(c1ccc2c3c(cccc13)C(=O)N(O)C2=O)N1CCCCC1	-25	1
Cc1cc(C)nc(SCc2c(F)cccc2Cl)n1	-4	3
Cc1ccc(-c2csc(NC(=O)c3cccc([N+](=O)[O-])c3)n2)cc1	11	10
CCn1c(SCC(=O)Nc2cccc(NC(C)=O)c2)nnc1C(C)C	-27	12
COc1ccc(OCC(O)CNC(=O)Nc2cccc3ccccc23)cc1 (stereo unspecified)	0	-5
COc1ccc(NC(=O)CN2C(=O)NC(CC(C)C)C2=O)cc1S(=O)(=O)N1CCOCC1 (stereo unspecified)	1	-2
Cc1ccc(C(=O)c2c[nH]c(C(=O)NCc3cccnc3)c2)cc1	36	-10
C/C(=N\NC(=O)c1cccc(N2CCCC2=O)c1)c1ccc(N)cc1	-1	1
CNC(=S)N/N=C/c1c(C)nn(-c2ccc(F)cc2)c1Cl	-2	5
C=CCc1cccc(CNn2cnnc2)c1O	2	-2
CCCc1nnc(NC(=O)CC(=O)OCC)s1	-10	-1
O=C(CSc1ccccn1)Nc1ccc2c(c1)C(=O)c1ccccc1C2=O	4	8
O=C(NCc1ccc(C(F)(F)F)cc1)C1CC(c2ccccc2[N+](=O)[O-])=NO1 (stereo unspecified)	-1	0
CCC(C)N(C(=O)COc1ccccc1C#N)C1CCS(=O)(=O)C1 (stereo unspecified)	15	1
COc1cc(NC(=O)CSC(=S)N2CCCC2)c(OC)cc1Cl	2	-5
Cc1cccc(NC(=O)CSc2cc(C(=O)c3nccn3C)c3ccccc3n2)c1	-19	3
O=C(O)C/C=C(/NC(=O)OCc1ccccc1)C(=O)OCc1ccccc1	-1	21
COc1ccccc1-c1noc(CCC(=O)NC2CCCC2)n1	10	8

Nothing new here: entries from further up.
SMILES	TAG inh	TAG inh DAPI viability
COc1cc(NC(=O)CSC(=S)N2CCCC2)c(OC)cc1Cl	2	-5
Cc1cccc(NC(=O)CSc2cc(C(=O)c3nccn3C)c3ccccc3n2)c1	-19	3
O=C(O)C/C=C(/NC(=O)OCc1ccccc1)C(=O)OCc1ccccc1	-1	21
COc1ccccc1-c1noc(CCC(=O)NC2CCCC2)n1	10	8

The listing picks up, repeating the 2 entries before the break.
SMILES	TAG inh	TAG inh DAPI viability
O=C(O)C/C=C(/NC(=O)OCc1ccccc1)C(=O)OCc1ccccc1	-1	21
COc1ccccc1-c1noc(CCC(=O)NC2CCCC2)n1	10	8
CCc1c(C)nc2cc(C)[nH]n2c1=O	-7	2
COc1cccc(NC(=O)c2cccc(Cl)c2)c1	-27	0
CN(c1ccc(C(=O)N2CCc3ccccc3C2)cc1)S(C)(=O)=O	-7	-12
Cn1nnc(NC(=O)c2cccc(F)c2)n1	3	2
Cc1cc([N+](=O)[O-])ccc1NC(=S)NC(=O)Cc1ccccc1	-21	10
O=C(Cc1ccccn1)c1ccccc1	-19	-3
O=C1C(N2CCOCC2)=C(n2nnc3ccccc32)C(=O)c2ccccc21	153	-92
CC(=O)c1ccc(Oc2cc(C)nc(-n3nc(C)cc3C)n2)cc1	61*	-32*
CC(C)CC(NC(=O)C1CCC(C)CC1)C(=O)NCc1ccccn1 (stereo unspecified)	12	-16
O=c1ccc(/C=C/c2ccccc2)nn1Cc1ccccc1	1	-6
COc1ccccc1NC(=O)Cn1c(O)c(N=NC(=O)c2ccccc2O)c2ccccc21	1	11
CCN(CC(=O)Nc1c(F)cccc1F)C(=O)c1ccc(-c2ccc(C(C)=O)cc2)o1	17	11
CCCCC(=O)N(C)c1c(CC)nc2c(OCc3ccccc3C)cccn12	13	-12
COc1ccccc1NC(=O)CSc1ccc2nnc(CCNC(=O)c3ccccc3)n2n1	-8	1
CC1(C)CC[C@]2(C(=O)O)CC[C@]3(C)C(=CC[C@@H]4[C@@]5(C)CC[C@H](O[C@@H]6O[C@H](C(=O)O)[C@@H](O)[C@H](O[C@@H]7OC[C@H](O)[C@H](O)[C@H]7O)[C@H]6O)C(C)(C)[C@@H]5CC[C@]43C)[C@@H]2C1	-3	-7
Cc1cc(/C=N/NC(=O)c2cccc([N+](=O)[O-])c2)c(C)n1-c1ccc(Cl)cc1Cl	25	-17
COc1ccc(CNC(=O)C2CCCN(S(=O)(=O)c3cnc[nH]3)C2)cc1 (stereo unspecified)	6	-3
COC(=O)N(NC(=O)C(O)(C(C)C)C(C)C)c1ccccc1	-4	11
CC(=O)N1CCN(c2ccc(NC(=O)c3cc(Cl)ccc3Cl)cc2)CC1	-4	-2
Cn1cnnc1SCC(=O)NCCC1=CCCCC1	5	-5
S=C1NCCc2ccc(Cl)cc2C1c1ccccc1Cl (stereo unspecified)	1	6
CCN1C(=O)C(O)(C2COC(C)(C)CC2=O)c2ccccc21 (stereo unspecified)	7	-12
O=C(Cc1ccc(S(=O)(=O)N2CCCC2)s1)Nc1nc2c(s1)CCCC2	-1	1
O=C(c1cn(Cc2ccccc2)nc1-c1ccccc1)N1CCN(c2ccccn2)CC1	14	-11
COc1ccc(N(C(=O)c2cccnc2)S(=O)(=O)c2ccc(Cl)cc2)cc1	1	-7
(listing goes on)
SMILES	TAG inh	TAG inh DAPI viability
O=C(OCc1ccccc1)c1cc(S(=O)(=O)N2CCCCC2)ccc1N1CCOCC1	-16	-5
CC1=C(C(N)=O)C(c2ccccc2)n2nc(-c3ccncc3)nc2N1 (stereo unspecified)	11	-4
COc1ccc(-c2[nH]ncc2CN2CCN(C3CCCCC3)C(=O)C2)cc1F	12	-3
CCNC(=O)N1CCCC(C(=O)c2ccc(C(F)(F)F)cc2)C1 (stereo unspecified)	-20	7
C/C=C(\C)CN1CCC(Oc2ccc(C(=O)NCc3ccccn3)cc2)CC1	2	-4
Cc1ccc(C(=O)NC(C(=O)Nc2cccc(S(N)(=O)=O)c2)C(C)C)cc1 (stereo unspecified)	4	-18
S=C(Nc1cccnc1)Nc1ccccc1Br	3	-3
COc1ccccc1N1CCN(C(=O)CSc2nnnn2C2CC2)CC1	1	4
COc1ccc(N2CCN(C(CNC(=O)C3CCCCC3)c3cccnc3)CC2)cc1 (stereo unspecified)	7	-7
CN(Cc1ccon1)C(=O)CCc1nnc(CCCCc2ccccc2)o1	6	8
CCCc1nnc(NC(=O)CCC(=O)N2CCCCC2CC)s1 (stereo unspecified)	-6	-2
CCCc1c(C(=O)N/N=C/c2ccc(OCc3ccccc3)cc2)nnn1-c1nonc1N	-2	4
COc1cccc(NC(=O)Nc2cccs2)c1	-9	-3
CCc1ccc(N=C2NC(=O)CS2)cc1	6	-1
CC(=O)O[C@H]1C[C@@]2(C)[C@@H](C[C@@H](O)[C@H]3[C@@]4(C)CC[C@@H](O)[C@@H](C)[C@@H]4CC[C@@]32C)/C1=C(\CCC=C(C)C)C(=O)O	61*!	-16*!
CC(C)c1cc(C(=O)O)c2cnn(C(C)C)c2n1	-9	20
CCOc1ccc(N(CC(=O)N2CCN(c3ccccc3)CC2)S(=O)(=O)c2c(C)noc2C)cc1	-12	6
CCOc1ccc(-n2c(=O)c3sccc3n(CC(=O)NCCc3ccc(OC)c(OC)c3)c2=O)cc1	3	-6
COCCSc1nnc(NC(=O)Cc2ccc(OC)c(OC)c2)s1	-3	0
O=C(COC(=O)Cc1n[nH]c(=O)c2ccccc12)NNC(=O)c1ccc(Br)cc1	3	-3
Cc1cc(Br)cc2c1N(C)C(=O)C2(c1ccc(O)cc1)c1ccc(O)cc1	-10	2
COc1cc(C)c(CN2CCC(Cc3ccccc3)CC2)cc1C	-13	10
Cc1ccc(-c2nnc(SCC(=O)O)n2N)cc1	-4	4
CCCc1ccc2oc(C(=O)NCCCN3CCOCC3)c(C)c2c1	10	-1
CCC(=O)OCCNc1cc(Sc2nccn2C)c2nonc2c1[N+](=O)[O-]	69*	-38*
Later entries:
SMILES	TAG inh	TAG inh DAPI viability
C[C@@H]1CN([C@@H](C)CO)S(=O)(=O)c2ccc(Br)cc2O[C@@H]1CN(C)C(=O)c1ccncc1	5	11
S=C(NCc1ccco1)Nc1ccccc1Cl	-3	1
COc1ccc(OC)c(Cc2nnc(CCC(=O)NC3C4CC5CC(C4)CC3C5)o2)c1 (stereo unspecified)	-13	4
CCOC(=O)Cn1nc(/C=C/c2ccc(C(C)C)cc2)ccc1=O	-5	6
CC(C)C1Cc2c(C#N)c(N)n(C)c(=S)c2CO1 (stereo unspecified)	-1	6
CCn1c(SCC(=O)N/N=C/c2ccc(C)o2)nnc1-c1ccc(C)cc1	6	11
CCOC(=O)/C(C#N)=C1/SC(CC)C(=O)N1c1ccc(Br)cc1 (stereo unspecified)	-7	12
CN(C)CCNc1ncnc2c1ncn2[C@H]1CN(Cc2ccncc2)C[C@@H](CO)O1	8	-1
Cc1ccccc1S(=O)(=O)NC(=O)C1(C)CCN1C(=O)c1c(C)noc1C (stereo unspecified)	-1	7
O=C(N/N=C/c1ccncc1)c1cc2ccccc2cc1O	0	4
CC(C)CCNC(=O)c1cc(S(=O)(=O)N2CCc3ccccc32)cn1C	-13	-6
COc1ccccc1CN(C)C(=O)c1ccc(S(=O)(=O)NCc2ccco2)cc1	-6	4
COc1ccc([N+](=O)[O-])cc1NC(=O)C(C)OC(=O)c1cccnc1 (stereo unspecified)	8	-13
COCc1ccc(C(=O)OC(C)C(=O)Nc2c(C)n(C)n(-c3ccccc3)c2=O)cc1 (stereo unspecified)	-1	52
CCCCn1nc2cc(C(=O)NCc3ccc(OC)cc3)ccc2c1OCC	37	5
Cc1occc1C(=O)NCCc1cccc(Cl)c1	21	-2
CC1CCCN(c2ccc([N+](=O)[O-])cc2C(=O)c2ccccc2)C1 (stereo unspecified)	31	-16

Some values from the list:
CN(c1ccc(C(=O)N2CCc3ccccc3C2)cc1)S(C)(=O)=O | TAG inh = -7
COc1ccc(CCCNC(=O)C2CCC(=O)N(Cc3ccc(Cl)cc3)C2)cc1 (stereo unspecified) | TAG inh DAPI viability = 3
CCn1c(SCC(=O)N/N=C/c2ccc(C)o2)nnc1-c1ccc(C)cc1 | TAG inh DAPI viability = 11
O=c1ccc(/C=C/c2ccccc2)nn1Cc1ccccc1 | TAG inh = 1
Cc1ccc(-c2nnc(SCC(=O)O)n2N)cc1 | TAG inh = -4
CC(C)CCNC(=O)c1cc(S(=O)(=O)N2CCc3ccccc32)cn1C | TAG inh DAPI viability = -6
CN(C)S(=O)(=O)Oc1cccc(C(=O)Nc2ccc(Cl)c(Cl)c2)c1 | TAG inh DAPI viability = 10

Profiles, quoted from the list:
O=C(N/N=C/c1ccncc1)c1cc2ccccc2cc1O as listed: TAG inh: 0; TAG inh DAPI viability: 4
CNC(=S)N/N=C/c1c(C)nn(-c2ccc(F)cc2)c1Cl as listed: TAG inh: -2; TAG inh DAPI viability: 5
